Screens as filed in PubChem.
TDP1 cell CPT: DT40-hTDP1 cell growth loss with CPT; chicken DT40 Tdp1-/-;hTDP1 cells + 20 nM CPT, ATP luminescence, 48 h; Potency, µM (series often up to 46.2 µM), for the others: top-dose activity change, negative = growth inhibition, usual class: inhibitors; 420,000 compounds, 12% hits; AID 686979; also: nearly all actives have a fitted effect of over 55% in size
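Chicken DT40 Tdp1-/- cells complemented with human TDP1, 400 cells/well, exposed to compounds plus 20 nM camptothecin for at least 48 h at 37 C; viability read as ATP content by CellTiter-Glo luminescence.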
TDP1 inh: TDP1 (human) enzyme inhibition; 350,000 compounds, 0.28% hits; recombinant TDP1, AlphaScreen DNA substrate cleavage; Potency, µM (highest dose often 130 µM), for the others: at the highest dose activity change, negative = inhibition, actives largely listed as inhibitors; also: nearly all actives have a fitted effect of over 40% in size
Target sequence (Q9NUW8 whole entry, looked up): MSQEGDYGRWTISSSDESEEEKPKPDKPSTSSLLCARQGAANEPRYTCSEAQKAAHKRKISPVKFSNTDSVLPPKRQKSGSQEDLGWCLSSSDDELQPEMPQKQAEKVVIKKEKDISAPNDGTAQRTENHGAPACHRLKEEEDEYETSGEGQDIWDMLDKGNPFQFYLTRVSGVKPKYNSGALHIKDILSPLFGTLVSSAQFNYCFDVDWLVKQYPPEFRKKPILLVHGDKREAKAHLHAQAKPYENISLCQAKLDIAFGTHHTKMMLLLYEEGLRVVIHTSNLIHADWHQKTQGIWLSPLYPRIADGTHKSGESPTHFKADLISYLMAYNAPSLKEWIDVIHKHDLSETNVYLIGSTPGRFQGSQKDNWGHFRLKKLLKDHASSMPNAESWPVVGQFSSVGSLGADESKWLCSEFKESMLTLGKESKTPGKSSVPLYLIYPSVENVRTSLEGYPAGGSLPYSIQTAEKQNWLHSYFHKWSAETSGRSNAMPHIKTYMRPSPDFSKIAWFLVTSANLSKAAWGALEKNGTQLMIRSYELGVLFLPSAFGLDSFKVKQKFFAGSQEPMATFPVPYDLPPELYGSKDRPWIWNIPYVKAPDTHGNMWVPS
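AlphaScreen read-out: signal falls as enzyme removes the 3' tyrosine-FITC from a 5'-biotinylated DNA oligo (15 nM, 5 min, RT). Enzyme was E. coli-made recombinant Tdp1 at 1 nM, exposed to compound for 15 min beforehand; beads 10 ug/ml, 10 min.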
DT40 TDP1 no CPT: qHTS for Inhibitors of human tyrosyl-DNA phosphodiesterase 1 (TDP1): qHTS in cells in absence of CPT; DT40 Tdp1-/- hTDP1 cells, no CPT, ATP luminescence, 48 h; 420,000 compounds, 15% hits; Potency, µM (top dose mostly 46.2 µM), for inactives: at the top dose activity change, negative = growth inhibition, usual class: inhibitors; also: nearly all actives have a fitted effect of over 55% in size
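Chicken DT40 Tdp1-/- cells stably complemented with human TDP1 were seeded at 400 cells/well with DMSO in place of 20 nM camptothecin. After compound pinning, cells grew at least 48 hr at 37 °C; viability read by CellTiter-Glo luminescence.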
The depositor's hits bear a star; ? = inconclusive; . = not tested or not shown; & = joins results of further samples; [ ] = dose if it differs, or a comment. Calls follow the shape of the dose curve; as a rule, active = well fitted curve in the direction sought with a large enough effect; inconclusive = small, poorly fitted or top-dose-only effect, or another doubt; inactive = no such curve, though single readings can be large; an effect the other way counts as inactive or inconclusive. % is scaled to controls: 0 for no effect and ±100 for the full control effect; potency is read from the fitted curve at half-maximal effect.

Sample of the layout (3 entries):
Results follow in this order: DT40 TDP1 no CPT | TDP1 cell CPT | TDP1 inh
> Cc1ccc(S(=O)(=O)c2cn(CC(=O)Nc3ccccc3C)c3cc4c(cc3c2=O)OCO4)cc1
    -3.9% | 0.4% | 9.0%
> c1ccc2c(c1)NCCS2
    ? | ? | 7.4%
> O=C(CC1C(=O)NCCN1Cc1c(F)cccc1Cl)NC1CCCC1 (stereo not given)
    4.1% | -1.8% | 9.0%

The list itself (from the top)
Results follow in this order: DT40 TDP1 no CPT | TDP1 cell CPT | TDP1 inh
> Cc1ccc(S(=O)(=O)c2cn(CC(=O)Nc3ccccc3C)c3cc4c(cc3c2=O)OCO4)cc1
    -3.9% | 0.4% | 9.0%
> c1ccc2c(c1)NCCS2
    ? | ? | 7.4%
> O=C(CC1C(=O)NCCN1Cc1c(F)cccc1Cl)NC1CCCC1 (stereo not given)
    4.1% | -1.8% | 9.0%
> CC(=O)n1cc(/C=N/NC(=O)c2cccc(O)c2)c2ccccc21
    -0.4% | 2.2% | .
> COc1cc(NS(=O)(=O)c2ccc(NC(=S)NC(=O)/C=C/c3ccco3)cc2)ncn1
    -18.6% | ? | .
> Cn1ccnc1C(=O)c1ccccc1Cl
    -5.1% | -2.4% | -8.9%
> O=C(Nc1nnc(C2CCCCC2)s1)C1CC(=O)N(c2ccccc2)C1 (stereo not given)
    -8.1% | -6.8% | 7.9%
> COc1ccccc1NS(=O)(=O)c1cc(C(=O)Nc2ccc(S(=O)(=O)Nc3onc(C)c3C)cc2)ccc1C
    -17.5% | -5.3% | .
> CNC(=O)c1cc(C(=O)c2ccc(Cl)cc2)c[nH]1
    -21.6% | -3.1% | .
> CCC(=O)NC(=S)Nc1cccc(-c2nc3ncccc3o2)c1
    ? | ? | 2.8%
> O=C(COC(=O)CCC(=O)c1cccs1)Nc1cccc(S(=O)(=O)N2CCOCC2)c1
    -6.2% | -8.2% | 2.1%
> CCOc1ccc(-c2nnc3sc(-c4ccccc4OC)nn23)cc1
    -6.2% | -12.9% | .
> CCOc1ccc(CCNC(=O)c2nnn(CC(=O)Nc3ccc(OC)c(OC)c3)c2N)cc1OCC
    ? | ? | -6.7%
> CCC(=O)Nc1ccccc1N1CCN(S(C)(=O)=O)CC1
    -13.9% | -17.6% | 0.0%
> CCCCOc1ccc(C(O)C(CN2CCOCC2)c2ccccc2)cc1 (stereo not given)
    -15.2% | -22.0% | 2.8%
> CCOC(=O)C1CCN(C(=O)C2(NC(=O)NC3CCCCC3)CCCCC2)CC1
    -1.7% | -1.9% | 3.6%
> O=C(COC(=O)c1cc2ccccc2cc1O)NC1CCCCC1
    ? | ? | 0.2%
> O=c1cc(-c2ccccc2)nc(SCc2ccccc2)[nH]1
    -5.0% | -5.5% | 3.2%
> O=C(NCCCN1CCOCC1)c1cc(Cl)ccc1OCc1ccccc1
    -19.2% | -18.8% | 4.4%
> O=[N+]([O-])c1ccc(S(=O)(=O)NN=Cc2ccc3c(c2)OCO3)cc1
    -5.0% | -4.0% | .
> Cc1cccc(NC(=S)N(Cc2ccc(Cl)cc2)Cc2ccc(C(=O)O)cc2)c1
    -18.0% | 18.0% | -2.7%
> CC1Cc2[nH]c(=S)[nH]c(=O)c2C(c2ccc(F)cc2)O1 (stereo not given)
    -22.6% | 3.6% | .
> Cc1ccccc1CSc1nnc(-c2ccccn2)n1N
    -17.6% | -2.5% | 5.7%
> Cc1ccc(C)c(N2CCN(C(=O)c3cc4sccc4n3C)CC2)c1
    ? | ? | 6.0%
> CCN(CC)S(=O)(=O)c1ccc2oc(C(=O)NC3CC3)c(C)c2c1
    10.3µM* | -21.7% | .
> CC(C)C(OC(=O)c1nsc(Cl)c1Cl)C(=O)NCc1ccccc1 (stereo not given)
    -0.3% | -3.3% | -0.8%
> Cc1cccc2sc(N(Cc3cccnc3)C(=O)CCOc3ccccc3)nc12
    ? | ? | 5.2%
> O=C(Nc1ccc(C(=O)O)cc1)/C(=C\c1ccc2c(c1)OCO2)NC(=O)c1ccc(Br)cc1
    -10.7% | -4.7% | 8.1%
> Cc1cc([N+](=O)[O-])ccc1-c1ccc(/C=N/NC(=O)c2ccc(Br)o2)o1
    ? | ? | 4.3%
> CC(C)CC(=O)NCCCN1CCN(CCCNC(=O)CC(C)C)CC1
    0.8% | -9.6% | -3.3%
> COc1ccc(/C=C/C(=O)Nc2cccnc2)cc1OC
    -26.5% | 16.1% | 0.0%
> CCN1CCN(C(=O)c2cc(COc3ccc(C(C)=O)cc3OC)on2)CC1
    -3.4% | 2.8% | 2.9%
> CC1N=C2c3ccccc3N=C(SCC(=O)NCCc3ccc(Cl)cc3)N2C1=O (stereo not given)
    -15.1% | ? | -1.2%
> CCOc1ccc(N2CC(C)Cn3c2nc2c3c(=O)n(Cc3c(F)cccc3Cl)c(=O)n2C)cc1 (stereo not given)
    ? | ? | 2.9%
> C[C@H](CO)NC(=O)[C@H](C)[C@@H]1C[C@@]1(C)[C@@H](NC(=O)OCc1ccccc1)c1ccccc1
    ? | -25.1% | 0.0%&5.1%
> CCCCNC(=S)NNC(=O)c1ccncc1
    -15.3% | -1.2% | 5.9%
> CCOCc1nnc(NC(=O)CCC2CCCCC2)s1
    -26.3% | -7.4% | .
> CSc1nc2c(=S)[nH]c(=S)[nH]c2s1
    -29.3% | ? | .
> CN(CC(O)Cn1cnc2c1c(=O)n(C)c(=O)n2C)c1ccccc1 (stereo not given)
    ? | -10.4% | 3.0%
> Cc1ccc(C)c(C(O)c2ncc(-c3ccc(C(F)(F)F)cc3)[nH]2)c1 (stereo not given)
    ? | ? | .
> COC(=O)c1cccc2c(C(=O)O)cc(-c3ccccc3)nc12
    -19.0% | 0.8% | .
> Cc1oc2cc3oc(=O)c(CCC(=O)NCCc4ccccc4F)c(C)c3cc2c1C
    23.1µM* | 23.1µM* | 4.7%
> Cc1cccc(-n2ncc3c2CCCC3NC(=O)c2cccs2)c1C (stereo not given)
    18.4µM* | ? | .
> COc1ccc(C(=O)Nc2ccc(C(=O)OCC(=O)c3ccccc3)cc2)cc1
    -19.6% | -20.0% | 4.0%
> CC(=O)c1c(C)[nH]c(C(=O)COC(=O)COc2ccccc2F)c1C
    1.5% | -0.2% | -2.6%

Whole records, quoted from the list:
COc1ccc(C(=O)Nc2ccc(C(=O)OCC(=O)c3ccccc3)cc2)cc1 in the list: DT40 TDP1 no CPT = -19.6%; TDP1 cell CPT = -20.0%; TDP1 inh = 4.0%
CSc1nc2c(=S)[nH]c(=S)[nH]c2s1 in the list: DT40 TDP1 no CPT = -29.3%; TDP1 cell CPT = ?; TDP1 inh = .

Going on with the list.
Results follow in this order: DT40 TDP1 no CPT | TDP1 cell CPT | TDP1 inh
> COc1cc(CNc2ccc(C)c(C)c2)cc(OC)c1OC
    1.3µM* | 2.06µM* | ?
> COc1ccc(Cn2c(CCC(=O)Nc3ccccc3OC)nc3cccnc32)cc1
    ? | ? | 8.1%&3.8%
> CC(=O)Nc1ccc(NC(=O)CCCSc2nc3ccccc3[nH]2)cc1
    -5.2% | 3.2% | 0.0%
> Fc1ccc(Cn2ccc(-c3cnc(-c4ccccc4)s3)n2)cc1
    ? | -16.5% | -5.6%
> Cc1cccc(OCc2nc(C)cc(=O)[nH]2)c1
    6.6% | 1.5% | -3.3%
> CCN(CC)S(=O)(=O)c1ccc(NC(=O)CCNC(=O)c2ccccc2)cc1
    ? | -5.4% | .
> O=C(COC(=O)CNC(=O)c1ccco1)Nc1ccc(F)cc1
    3.3% | 4.8% | 5.0%
> CCCOc1ccc(Oc2nc(-c3ccncc3)nc3ccccc23)cc1
    ? | 5.0% | -1.2%
> Cc1cccc(NS(=O)(=O)c2ccc3c(c2)OCCO3)c1
    -20.4% | -23.9% | 0.5%
> Cc1cc(NC(=O)c2cccc(S(=O)(=O)N3CCOCC3)c2)c2ccccc2n1
    ? | ? | 0.0%
> C=CCNC(=O)c1ccc(NC(=O)CC2SC(N3CCCC3)=NC2=O)cc1 (stereo not given)
    -0.8% | 7.5% | 0.1%
> CC(NC(=S)NC1CCC(C(C)(C)C)CC1)c1ccccc1 (stereo not given)
    ? | ? | 5.6%
> CCCC(=O)N1CCCC1(C)C(=O)Nc1cccc(OC(C)C)c1 (stereo not given)
    3.7% | 2.4% | .
> CSc1ccc(OC2(C)CCN(Cc3cc4ccccc4o3)C2)cc1 (stereo not given)
    -25.0% | -22.6% | .
> CCn1c(C(=O)NCc2ccc(C)cc2)cc2sc(Cl)cc21
    ? | ? | -3.9%
> CSc1nnc(C(C)(C)C)c(=O)n1/N=C/c1ccccc1
    ? | 9.7% | .
> CC(=O)NC1(c2ccc(F)cc2)CCN(C(=O)c2c(F)cccc2F)CC1
    -1.3% | 3.0% | -2.6%
> CC[N+](CC)(CC#Cc1ccccc1)CC#Cc1ccccc1
    2.06µM* | 2.59µM* | 4.8%
> COc1ccccc1C(=O)NC1(C(F)(F)F)C(=O)Nc2c1c(=O)[nH]c(=O)n2CCc1ccccc1 (stereo not given)
    -11.0% | -7.8% | 5.3%
> COc1ccc(OC)c(NS(=O)(=O)c2ccc(NC(=O)C3COc4ccccc4O3)cc2)c1 (stereo not given)
    18.4µM* | 14.6µM* | 4.5%
> CCc1ccc(-c2nc(CS(=O)CC(=O)NCCCN3CCOCC3)c(C)o2)cc1 (stereo not given)
    7.0% | -22.9% | 2.7%
> Cc1cc(C)n2nc(SC(C)C(=O)Nc3ccccc3F)nc2n1 (stereo not given)
    -12.6% | -0.1% | 0.2%
> CC1CCCCN1Cc1c(O)ccc2c(=O)c(-c3ccc(Cl)cc3)coc12 (stereo not given)
    18.4µM* | 7.31µM* | -2.8%
> CCc1ccc(OCC(=O)NC(NC(=S)Nc2ccccc2OC)C(Cl)(Cl)Cl)cc1 (stereo not given)
    ? | ? | 0.0%
> Cc1ccccc1CSc1ncc(CO)n1Cc1ccc(F)cc1
    ? | 18.4µM* | 7.7%
> COc1cc2[nH]c(=S)n(Cc3ccc(C)o3)c(=O)c2cc1OC
    -18.2% | -11.2% | 7.1%
> Cc1ccc2nc(N(Cc3cccnc3)C(=O)CCS(=O)(=O)c3ccccc3)sc2c1
    16.4µM* | ? | 2.6%
> CC(C)(C)N(C=C(Cl)Cl)C(=O)NC1CCCCC1
    ? | -19.9% | 0.0%
> Cc1cc(N2C(=O)C3C4CCC(C4)C3C2=O)no1 (stereo not given)
    -11.7% | 34.8%[activator] | -3.6%
> CN1CCN(C2=CC3=CC(=C(C#N)C#N)CCC3CC2)CC1 (stereo not given)
    ? | 4.8% | 6.9%
> CCNc1ncc2nc(-c3ccc(OC)cc3)c(=O)n(Cc3ccc(F)cc3)c2n1
    6.2% | -10.9% | .
> COC(=O)c1cn(Cc2ccccn2)c(=O)c2ccccc12
    -1.9% | 9.5% | 0.0%
> CCC(C)(C)NC(=O)c1cc(C(=O)OC)cc([N+](=O)[O-])c1
    14.1% | 0.1% | 3.9%
> CN(c1ccccc1C(=O)Nc1cccnc1)S(C)(=O)=O
    9.4% | 9.2% | -6.1%
> Cc1ccc(C(=O)N/N=C/C=C/c2ccccc2)cc1
    -9.0% | -4.7% | -0.6%
> O=C(Nc1ccccc1)c1ccc(S(=O)(=O)NCc2ccco2)cc1
    ? | ? | 2.2%
> CCOc1cc(C)cc2oc(=O)cc(-c3ccccc3)c12
    20.6µM* | 13µM* | -5.9%
> c1ccc(CSc2nnnn2-c2cccc3ccccc23)nc1
    ? | ? | -1.9%
> COc1ccccc1N1CCN(C/C(O)=C(\C#N)c2nc(-c3ccccc3)cs2)CC1
    -9.8% | -1.6% | -5.6%
> CC(C)CC1CC(=O)OC1(C)C(=O)CSc1nc2ccccc2s1 (stereo not given)
    -22.1% | -4.1% | -5.8%
> CCn1c2ccc(F)cc2c2nnc(SCCN3CCOCC3)nc21
    ? | ? | .
> COc1ccccc1NC(=O)C(C)Sc1nc2ccccc2c(=O)n1CC1CCCO1 (stereo not given)
    -23.6% | ? | .
> O=C1c2ccccc2C(c2nnnn2Cc2ccccc2)N1CCCN1CCOCC1 (stereo not given)
    -12.6% | 3.9% | .
> O=C1CN(C(=O)COc2ccc(Cl)cc2Cl)C(c2ccc(F)cc2)c2cc(F)ccc2N1 (stereo not given)
    ? | 20.6µM* | 2.9%
> CC(C)CC(NC(=O)c1ccc(Cl)cc1)C(=O)O (stereo not given)
    17.2% | -2.2% | -1.4%
